Screens: PubChem BioAssay, National Center for Advancing Translational Sciences (NCATS)
Pin1 inh = qHTS Assay to Find Inhibitors of Pin1 | Pin1 FP peptide displacement, HiFluor488, 10 min | Potency, µM (series often up to 115 µM), without a hit: at the highest dose activity, negative = inhibition, most hits filed as inhibitors | actives 0.009% (n = 390,000); active means well fitted inhibition curve with a large enough effect in the polarisation, with a control signal flat, not every such curve was filed as active; inconclusive means small, poorly fitted or top-dose-only effect, or effect the other way, or a change in a side signal; inactive means no such curve, though single readings can be large or run the other way; the % refers to the polarisation; further: potency means the concentration at half of the fitted maximal effect; on the % scale 0 is the no-effect control and ±100 the full control effect
Target sequence (Q13526 whole entry, looked up): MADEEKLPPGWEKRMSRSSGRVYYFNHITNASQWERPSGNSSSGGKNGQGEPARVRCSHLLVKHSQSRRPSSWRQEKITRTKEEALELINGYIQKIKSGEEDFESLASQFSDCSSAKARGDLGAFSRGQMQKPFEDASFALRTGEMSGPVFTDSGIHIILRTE
JMJD2A Tudor = qHTS Assay for Inhibitors of JMJD2A-Tudor Domain. Lysine-specific demethylase 4A (Homo sapiens), O75164. AID 504339, 2011. actives 4.4% (n = 390,000). Potency, µM (doses to about 114 µM), without a hit: top-dose activity change, negative = inhibition, hits mostly inhibitors. AlphaScreen JMJD2A-Tudor / H3K4me3 peptide binding; further: potency means the concentration at half of the fitted maximal effect; on the % scale 0 is the no-effect control and ±100 the full control effect; nearly all actives have a fitted effect of over 50% in size
G9a block = qHTS Assay for Inhibitors of Histone Lysine Methyltransferase G9a. Histone-lysine N-methyltransferase EHMT2 (Homo sapiens), Q96KQ7. G9a H3K9 monomethylation, AlphaScreen, 2 h. Potency, µM (top dose mostly 102 µM), inactives show top-dose activity, negative = inhibition, most hits filed as inhibitors. actives 8.8% (n = 350,000); further: potency means the concentration at half of the fitted maximal effect; on the % scale 0 is the no-effect control and ±100 the full control effect; nearly all actives have a fitted effect of over 75% in size
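Using a bead-based AlphaScreen, monomethylated H3K9 product from 2 h room-temperature reactions (G9a 20 nM, peptide 500 nM, SAM 20 uM) was detected with 0.5 ug/mL rabbit anti-H3K9me1 antibody.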
Pol eta inh = qHTS for Inhibitors of Polymerase Eta | recombinant Pol eta, fluorescent DNA replication assay | Potency, µM (series often up to 114 µM), for the others: at the top dose activity change, negative = inhibition, hits mostly inhibitors | actives 1.2% (n = 390,000) | AID 588591, 2011; further: potency means the concentration at half of the fitted maximal effect; on the % scale 0 is the no-effect control and ±100 the full control effect
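Pol eta at 10 nM preincubated with compounds 15 min at room temperature; reaction started with fluorescent substrate (50 nM final) and read kinetically at 0 and 10 min.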
BAZ2B inh = qHTS Assay for Inhibitors of BAZ2B. actives 4.4% (n = 360,000). Potency, µM (highest dose often 114 µM), inactives show at the highest dose activity change, negative = inhibition, hits mostly inhibitors. AlphaScreen BAZ2B-H3K14Ac peptide displacement; further: potency means the concentration at half of the fitted maximal effect; on the % scale 0 is the no-effect control and ±100 the full control effect; nearly all actives have a fitted effect of over 60% in size
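AlphaScreen displacement of biotin-H3(5-23)K14Ac peptide (50 nM final) from BAZ2B (50 nM final) in PBS pH 7.4, 0.01% Tween-20; complex preformed 30 min RT, then compounds (top 110 uM) 30 min RT, beads 20 min dark.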
HP1b chromo inh = HTS for Inhibitors of HP1-beta Chromodomain Interactions with Methylated Histone Tails. Chromobox protein homolog 1 (Homo sapiens), P83916. actives 0.56% (n = 390,000). Potency, µM (series often up to 114 µM), without a hit: top-dose activity change, negative = inhibition, usual class: inhibitors. AlphaScreen HP1-beta / biotin-H3K9me3 peptide binding; further: potency means the concentration at half of the fitted maximal effect; nearly all actives have a fitted effect of over 70% in size; inactives centre near 23
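AlphaScreen: HP1-beta (50 nM) preformed 30 min with biotin-H3(1-18)K9me3 peptide (50 nM) in PBS pH 7.4, 0.01% Tween-20. Compound added for 30 min at RT, then streptavidin donor/nickel chelate acceptor beads (10 ug/mL) for 30 min.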
GLS inh = qHTS for Inhibitors of Glutaminase (GLS). actives 0.21% (n = 410,000). GLS enzymatic activity, qHTS titration. AID 624170, 2012. Glutaminase kidney isoform, mitochondrial (Homo sapiens), O94925. Potency, µM (top dose mostly 45.5 µM), for the others: at the top dose activity change, negative = inhibition, most hits filed as inhibitors; further: potency means the concentration at half of the fitted maximal effect; on the % scale 0 is the no-effect control and ±100 the full control effect
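Coupled fluorescence readout: glutamate oxidase/HRP/Amplex Red detect glutamate formed by hKGA from L-glutamine (1 mM solution added). Buffer 45 mM KH2PO4 pH 8.2, 0.02% Tween-20; reads at t0 and 30 min RT.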
Tb PGK inh = qHTS Assay to Find Inhibitors of Phosphoglycerate Kinase | Phosphoglycerate kinase, glycosomal (Trypanosoma brucei brucei), P07378 | PGK/GAPDH coupled, Kinase-Glo luminescence, 60 min | actives 0.043% (n = 380,000) | Potency, µM (doses to about 57.5 µM), without a hit: at the highest dose activity change, negative = inhibition, most hits filed as inhibitors; further: potency means the concentration at half of the fitted maximal effect; on the % scale 0 is the no-effect control and ±100 the full control effect; nearly all actives have a fitted effect of over 60% in size
Target sequence (P07378 whole entry, looked up): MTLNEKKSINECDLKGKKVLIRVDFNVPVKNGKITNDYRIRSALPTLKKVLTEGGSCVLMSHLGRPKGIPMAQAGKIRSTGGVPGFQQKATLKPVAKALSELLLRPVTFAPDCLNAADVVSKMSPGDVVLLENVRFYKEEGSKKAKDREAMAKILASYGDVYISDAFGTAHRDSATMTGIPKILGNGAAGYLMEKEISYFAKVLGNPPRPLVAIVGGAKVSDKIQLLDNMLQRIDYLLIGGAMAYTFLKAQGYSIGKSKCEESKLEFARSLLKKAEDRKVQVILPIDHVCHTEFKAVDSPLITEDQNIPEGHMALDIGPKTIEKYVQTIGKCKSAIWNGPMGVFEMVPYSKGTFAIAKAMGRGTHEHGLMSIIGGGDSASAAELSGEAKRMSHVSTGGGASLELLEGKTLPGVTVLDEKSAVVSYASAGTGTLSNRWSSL
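Recombinant glycosomal PGK reaction used 1,3-bisphosphoglycerate generated in-well by GAPDH (100nM final) in 100mM TEA pH 7.6, 5mM MgCl2, 0.01% Tween-20. After 60 minutes at room temperature, ATP was read by Kinase-Glo Plus luminescence end-point.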
PI4K2A block = qHTS for small molecular inhibitors of PI4K2A; Phosphatidylinositol 4-kinase type 2-alpha (Homo sapiens), Q9BTU6; actives 0.13% (n = 420,000); purified PI4K2A, ADP-Glo luminescence, 1 h; active compounds read low; AID 1346378, 2018; activity change, negative = inhibition, % at 76.9 µM; in the data active means activity change below about -50%; inconclusive means mostly about -30% to -49%;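 further: -100% = wells without enzyme as full effect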
Target sequence (Q9BTU6 whole entry, looked up): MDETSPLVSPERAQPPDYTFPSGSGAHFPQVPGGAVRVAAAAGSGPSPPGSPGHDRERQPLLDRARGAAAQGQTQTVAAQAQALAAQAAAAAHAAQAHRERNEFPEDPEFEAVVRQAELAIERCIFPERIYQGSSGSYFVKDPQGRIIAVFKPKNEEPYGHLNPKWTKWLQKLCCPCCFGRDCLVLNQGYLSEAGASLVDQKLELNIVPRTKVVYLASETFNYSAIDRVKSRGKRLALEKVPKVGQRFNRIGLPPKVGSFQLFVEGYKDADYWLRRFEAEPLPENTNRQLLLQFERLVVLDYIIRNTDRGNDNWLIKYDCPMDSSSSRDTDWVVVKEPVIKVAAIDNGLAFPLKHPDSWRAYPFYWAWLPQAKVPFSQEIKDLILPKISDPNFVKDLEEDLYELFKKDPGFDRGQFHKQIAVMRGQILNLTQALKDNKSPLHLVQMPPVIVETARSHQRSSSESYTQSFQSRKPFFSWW
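Compounds are screened against recombinant PI4K2A using PI as substrate and ATP, the latter dispensed at 300 microM. Reactions run one hour at ambient temperature before ADP-Glo detection; full inhibition defined by wells lacking enzyme.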
* = called active by the depositor; i = inactive; u = inconclusive; x = no result given; [ ] = another dose, or the depositor's remark. Unless noted, the call rests on the fitted dose curve; in most records, active means well fitted curve in the direction sought with a large enough effect; inconclusive means small, poorly fitted or top-dose-only effect, or another doubt; inactive means no such curve, though single readings can be large; an effect the other way counts as inactive or inconclusive. The list is partial; count on the stated rates, not on these rows.

Each structure is followed by: Pin1 inh	JMJD2A Tudor	G9a block	Pol eta inh	BAZ2B inh	HP1b chromo inh	GLS inh	Tb PGK inh	PI4K2A block
- CC(C)Sc1oc(-c2ccco2)nc1S(=O)(=O)c1ccccc1
  44.2%[activator]	-11.3%	u	-29.3%	-2.4%	74.4%[activator]	-1.9%	1.4%[11.5 µM]	-3.4
- Cn1c(=N)n(CC(=O)O)c2ccccc21
  -0.2%	-10.8%	12.0%[59 µM]	-6.1%	-7.3%	21.2%	-0.8%	i	1.7
- Cc1nn(C)cc1/C=N/NC(=O)CSc1ccccn1
  -6.5%	7.2%	50.2%	-22.3%	18.6%	38.6%	-12.5%	-7.2%	-2.2
- O=C1CC(c2ccc(F)cc2)Cc2nc(NCc3ccco3)ncc21 (stereo not given)
  6.5%	1.1%	-3.6%	-14.9%	-4.1%	-0.7%	1.5%	i	-6.3
- CCCn1c(NC(=O)C23CC4CC(CC(O)(C4)C2)C3)nc2ccccc21
  1.3%	-14.9%	23.0%	-9.5%	-30.6%	37.7%	-7.3%	i	4.0
- O=C(COC(=O)c1c(F)cccc1F)Nc1cccc(S(=O)(=O)N2CCCCC2)c1
  x	x	x	-24.3%	x	x	-6.9%	-5.5%	4.8
- CCC(C)(C)n1nnnc1CN(Cc1ccco1)Cc1cc2cc3c(cc2[nH]c1=O)OCO3
  -7.4%	-16.5%[57.1 µM]	u	6.2%	-4.8%	12.9%	-1.4%	0.0%	-0.1
- Cc1ccc(S(=O)(=O)NCC(=O)NCC2CCCCC2)cc1C
  -3.5%	9.5%	-26.1%	u	0.4%	37.7%	6.7%	3.3%	1.4
- CC(=O)Nc1ccc(S(=O)(=O)NCC2CCC(C(=O)N3CC(C)CC(C)C3)CC2)cc1 (stereo not given)
  -4.1%	-11.1%	2.0%	-8.1%	2.0%	5.5%	-0.9%	-7.4%	3.5
- COc1ccc(-n2nc(C(=O)Nc3ccc(OC)c(OC)c3)c3c4ccccc4n(C)c3c2=O)cc1
  1.7%	u	2.6%[59 µM]	u	-5.4%	15.7%	-4.5%	4.4%	-0.8
- O=C(C1CC(=O)N(c2ccc(Cl)cc2)C1)N1CCCCCC1 (stereo not given)
  -4.1%	-3.5%	u	-14.2%	-27.2%	-6.3%	-6.7%	-6.3%	2.6
- COC(=O)c1cc(OC(=O)CCc2ccc(OC)c(OC)c2)cc(C(=O)OC)c1
  -11.2%	-6.4%	-11.5%	-13.7%	-0.2%	3.8%	6.7%	0.2%	4.2
- CCCNC(=O)Nc1ccc(F)c(Cl)c1
  -1.5%	-2.8%	x	-0.1%	2.0%	30.8%	17.3%	-0.5%	-4.5
- CCOc1cc(CN2CCN(C(=O)c3ccco3)CC2)ccc1OC
  -7.5%	5.62µM*	-23.7%[12.7 µM]	-3.7%	50.1µM*	u	0.0%	3.8%	9.6
- Cc1occc1C(=O)N1CCCC(Nc2ccc(C(C)C)cc2)C1 (stereo not given)
  -0.7%	u	39.8µM*	-18.2%	u	-10.9%	2.5%	-6.2%	-3.8
- Cc1ccc(NS(=O)(=O)c2ccc(NC(=O)N3CCCCC3)cc2)cc1
  -7.5%	2.8%	x	-17.1%	2.5%	47.4%[activator]	7.4%	0.2%	1.6
- FC(F)(F)c1nc2nccnc2[nH]1
  x	x	x	-6.6%	x	x	-2.5%	-9.9%	-2.5
- NC/C(=N\O)c1ccc(Cl)cc1Cl
  5.9%	-35.5%	u	3.2%	3.2%	2.9%	6.3%	-4.5%	-0.7
- O=C1NN=C(c2ccc(Cl)cc2)CC1c1cccc(Cl)c1 (stereo not given)
  0.2%	-17.9%	6.3%[12.7 µM]	-16.6%	26.3%	42.6%[activator]	-7.2%	-1.1%	0.8
- CCC(C)c1c(O)nc(SCC(=O)N2CCCCCC2)[nH]c1=O (stereo not given)
  u	-7.1%	3.1%	-15.7%	2.6%	30.9%	7.2%	3.8%	2.5

Part of the list above in order of molar mass, descending.
Each structure is followed by: Pin1 inh	JMJD2A Tudor	G9a block	Pol eta inh	BAZ2B inh	HP1b chromo inh	GLS inh	Tb PGK inh	PI4K2A block
- CCOc1cc(CN2CCN(C(=O)c3ccco3)CC2)ccc1OC
  -7.5%	5.62µM*	-23.7%[12.7 µM]	-3.7%	50.1µM*	u	0.0%	3.8%	9.6
- Cc1occc1C(=O)N1CCCC(Nc2ccc(C(C)C)cc2)C1 (stereo not given)
  -0.7%	u	39.8µM*	-18.2%	u	-10.9%	2.5%	-6.2%	-3.8
- O=C(C1CC(=O)N(c2ccc(Cl)cc2)C1)N1CCCCCC1 (stereo not given)
  -4.1%	-3.5%	u	-14.2%	-27.2%	-6.3%	-6.7%	-6.3%	2.6
- Cn1c(=N)n(CC(=O)O)c2ccccc21
  -0.2%	-10.8%	12.0%[59 µM]	-6.1%	-7.3%	21.2%	-0.8%	i	1.7

Other records.
Each structure is followed by: Pin1 inh	JMJD2A Tudor	G9a block	Pol eta inh	BAZ2B inh	HP1b chromo inh	GLS inh	Tb PGK inh	PI4K2A block
- CC1CCCCC12NC(=O)N(CC(=O)Nc1cccc(S(=O)(=O)N3CCCCC3)c1)C2=O (stereo not given)
  -0.5%	-34.8%	u	-10.0%	-11.5%	-3.1%	-5.3%	-1.9%	8.5
- Cc1ccc2c(c1)n([O-])c1c([n+]2=O)CCCC1
  -1.0%	-7.6%	6.9%	18.0%	6.1%	43.2%[activator]	-3.6%	-10.3%	1.7
- CCc1ccc(NC(=O)C2CCN(c3c(N4CCCC4)c(=O)c3=O)CC2)cc1
  0.9%	-8.4%	1.4%	-2.5%	-10.1%	28.2%	4.4%	-5.5%	0.7
- Nc1ccn(Cc2cccc(F)c2)n1
  -0.7%	-6.1%	-1.8%	-7.2%	-0.4%	49.0%	7.3%	i	-4.2
- CC1CCC(C(=O)NC(C(=O)NCCc2ccc(S(N)(=O)=O)cc2)C(C)C)CC1 (stereo not given)
  0.8%	-7.1%	6.3%	0.2%	-4.4%	20.4%	-1.4%	i	-1.2
- COc1ccc(-c2cc(C(=O)Nc3cc(C)nn3-c3ccccc3)no2)cc1
  4.2%	-7.9%	-22.5%	5.0%	-6.6%	18.4%	u	-6.6%	1.2
- CCOC(=O)N1CCN(C(=S)NC)CC1
  3.0%	-1.6%	0.8%	-4.8%	-3.2%	37.1%	14.9%	5.1%	10.6
- CCc1nnc(NC(=O)CSc2nccn2Cc2ccc(Cl)cc2)s1
  u	-35.4%	-1.2%[59 µM]	x	-14.1%	19.1%[57 µM]	-4.2%	x	-2.4
- CCCCc1c(CCC)c(=N)c2ccccc2n1C
  -1.6%	89.1µM*	10.8%[59 µM]	-7.4%	-4.5%[57.1 µM]	35.2%	-14.2%	-1.5%	1.6
- Clc1ccc(Cn2cc(/C=N/n3cnnc3)c3ccccc32)c(Cl)c1
  5.8%	-32.1%	u	3.3%	u	23.4%	1.0%	-3.6%	-4.1
- CC(C)N(CCO)C(=O)CCc1nnc(CCCc2ccccc2)o1
  4.3%	-0.7%	4.9%	0.0%	-30.6%	29.5%	-2.0%	-2.9%	2.5
- COc1cccc(C2=CC(c3cccc(OC)c3OC)n3nnnc3N2)c1 (stereo not given)
  -7.6%	-12.3%	10µM*	-14.0%	-4.9%	54.4%[activator]	-6.4%	i	11.5
- COc1cccc(C(C(=O)NC2CCCCC2)N(Cc2ccco2)C(=O)c2ccccn2)c1 (stereo not given)
  0.3%	-13.4%	-5.7%	0.9%	-18.8%	6.0%	-2.1%	4.7%	3.8
- Cn1c(-c2ccccc2)cc(=O)n1-c1ccccc1
  -1.4%	-13.8%	x	-2.9%	x	16.7%[57 µM]	-10.1%	-4.2%	-5.1
- O=C(O)CC(SCC(=O)Nc1ccc(Br)cc1)C(=O)O (stereo not given)
  -3.0%	-0.7%	-42.0%	6.3%	u	16.9%	6.4%	-8.6%	-2.7
- CC(=O)NC1C(=O)N=C(SCC(=O)NCc2ccccc2)NC1=O (stereo not given)
  2.9%	-10.1%	u	-6.8%	-1.3%	14.3%	47.3%[activator]	5.7%	-0.1
- CC1CN(S(=O)(=O)c2ccc3c(c2)NC(=O)CC(=O)N3)c2ccccc2O1 (stereo not given)
  -0.5%	-8.3%	4.7%[59 µM]	-3.6%	2.4%	45.6%[activator]	-2.8%	8.3%	0.3
- COc1ccccc1N1CCN(C(CNS(=O)(=O)c2ccccc2)c2ccccc2)CC1 (stereo not given)
  u	-32.4%	x	-0.7%	u	9.3%	17.7%	-10.1%	-1.6
- COC(=O)C[C@H]1c2cc(C(F)(F)F)ccc2S(=O)(=O)N1C1CCCC1
  -2.3%	u	x	-8.3%	x	32.4%[activator]	-3.4%	-5.4%	-8.1
- N#CCCn1nnc(-c2ccccc2F)n1
  -2.4%	-3.6%	6.5%	-14.4%	-4.1%	41.9%[activator]	-7.4%	-9.5%	0.4
